MITF inh: human MITF inhibition, primary screen; O75030; AlphaScreen MITF homodimerization, bead proximity signal; inhibition, % at 2.6 µM; 0.91% of 650,000 active; in the data active = inhibition above about 50%;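 note: 0% = vehicle wells with protein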
TEAD-YAP block: TEAD-YAP interaction inhibition. HEK-TIYL cells, TEAD-Gal4/YAP UAS-luciferase luminescence. inhibition, % at 9.12 µM. 1.4% of 640,000 active; in the data active = inhibition above about 32%;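 note: 0% = median of test compound wells and 100% = reference inhibitor wells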
GPR151 ag: activates the human receptor GPR151. Q8TDV0. PathHunter beta-arrestin GPR151 cells, luminescence. activation, % at 11.2 µM. 1% of 650,000 active; in the data active = activation above about 4.9%;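 note: 0% = median of compound wells and 100% = cells with positive control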
FBW7 activator: human FBW7 E3 ligase activation, primary screen; Q969H0; AlphaScreen FBW7–phospho-cyclin E peptide binding, activator screen; normalized activity (activation), % at 26.1 µM; 0.13% of 650,000 active; AID 1259310; in the data active = normalized activity above about 1.9%;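 note: purified mutant Fbw7 with reduced substrate affinity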
Target sequence (Q969H0 whole entry, looked up): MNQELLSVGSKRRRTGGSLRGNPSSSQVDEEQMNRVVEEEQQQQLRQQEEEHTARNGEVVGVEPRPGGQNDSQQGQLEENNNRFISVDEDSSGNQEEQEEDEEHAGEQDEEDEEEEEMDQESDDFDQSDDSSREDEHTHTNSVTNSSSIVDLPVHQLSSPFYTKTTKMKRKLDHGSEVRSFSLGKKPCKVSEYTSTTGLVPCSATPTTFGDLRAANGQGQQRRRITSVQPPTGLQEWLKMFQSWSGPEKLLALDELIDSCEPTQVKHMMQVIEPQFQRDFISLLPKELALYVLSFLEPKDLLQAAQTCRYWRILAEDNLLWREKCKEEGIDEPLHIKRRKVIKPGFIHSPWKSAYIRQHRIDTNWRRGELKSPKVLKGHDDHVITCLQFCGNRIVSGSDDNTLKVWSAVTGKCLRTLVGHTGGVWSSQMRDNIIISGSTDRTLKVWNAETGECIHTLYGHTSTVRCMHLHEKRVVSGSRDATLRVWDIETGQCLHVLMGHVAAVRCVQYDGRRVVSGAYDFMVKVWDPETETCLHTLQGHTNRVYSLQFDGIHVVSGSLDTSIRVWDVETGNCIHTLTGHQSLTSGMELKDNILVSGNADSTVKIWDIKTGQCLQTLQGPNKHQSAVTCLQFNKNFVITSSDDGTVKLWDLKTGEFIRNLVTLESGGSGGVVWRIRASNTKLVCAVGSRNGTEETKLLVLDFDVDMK
* = called active by the depositor; & = joins results of further samples. The order is random; any-hit rate near 3.4%.

smiles,MITF inh,TEAD-YAP block,GPR151 ag,FBW7 activator
CCCNC(=O)Cn1nc2c3ccc(Cl)cc3ncn2c1=O,7,11,-0.4,1.1
COCCNc1nccn2c(-c3ccc(F)cc3)cnc12,-2,9,2.1,-0.1
O=C(O)CC1(CC(=O)Nc2nccs2)CCCCC1,0,1,-1.3,0.2
CCN1C(=O)C(C)S/C1=N/S(=O)(=O)c1ccc(Cl)s1 (centres undefined),2,0,-0.9,0.0
COC1CCC(Nc2nccc(-c3cccc(N4CCOCC4)c3)n2)CC1 (centres undefined),1,-3,-0.2,-0.1
COc1ccccc1-c1c(C(F)(F)F)oc2cc(OC(C)C(=O)OCC(C)C)ccc2c1=O (centres undefined),5,7,-0.9,0.2
COc1ccc(-c2noc(N(C)CC(=O)Nc3ccc(F)cc3F)n2)cc1,9,7,-0.4,0.3
COC(=O)c1ccc(NC(=O)/C(=C\c2cc(OC)c(OC)c(OC)c2)NC(=O)c2ccccc2)cc1,-13,17,-0.8,0.0
CC(=O)Nc1ccc(CN2CCC(CO)(CCOc3ccccc3)CC2)cc1,15,15,-0.4,-0.1
COc1ccc(-c2cc(C(F)F)n3ncc(C(=O)N4CCSCC4)c3n2)cc1,9,-15,-0.5,0.2
O=C(c1ccccc1Cl)N1CCN2C(=O)[C@@H]3CSCN3C(=O)[C@H]2C1,-3,1,-0.3,0.1
C/C(=N\Nc1ccc2nnc(C)n2n1)c1ccc(F)cc1,-4,-45,-0.2,0.0
O=C(CCC1CCCCC1)NC1=NCCS1,-15,-20,-0.4,-0.2
Cc1ccc(NC(=O)Cn2cnc3scc(-c4ccc(C)cc4)c3c2=O)cc1,-2,13,-1.3,0.0
Cn1cc(Cl)c(-c2n[nH]c(=S)n2Cc2ccco2)n1,3,0,-0.6,0.0

Next part (2 carried over from the part before).
smiles,MITF inh,TEAD-YAP block,GPR151 ag,FBW7 activator
Cc1ccc(NC(=O)Cn2cnc3scc(-c4ccc(C)cc4)c3c2=O)cc1,-2,13,-1.3,0.0
Cn1cc(Cl)c(-c2n[nH]c(=S)n2Cc2ccco2)n1,3,0,-0.6,0.0
CC(=O)C1=C(O)C=C(c2ccco2)CC1c1ccco1 (centres undefined),1,-10,1.0,-0.2
COc1ccc(COC(=O)N/N=C(\C)CC(=O)Nc2ccc(Cl)cc2C)cc1,8,-6,-0.5,0.2
CC12Oc3ccc(Cl)cc3C(NC(=S)N1c1ccccc1)C2C(=O)Nc1ccc(Cl)cc1 (centres undefined),7,6,-0.8,-0.1
CCCn1c2c(c(O)c(C(=O)Nc3nc(CC(=O)OCC)cs3)c1=O)CCCC2,-5,10,1.8,-0.1
Cc1ccc(CNC(=O)C(NS(=O)(=O)c2cccs2)C(C)C)cc1 (centres undefined),0,6,0.6,-0.1
COc1ccccc1CNC(=O)c1ccc(CNc2c(N3CCCC3)c(=O)c2=O)cc1,10,5,4.9*,0.2
O=C(CCN1C(=O)c2cccc3cccc(c23)C1=O)Nc1nc(-c2ccccc2)cs1,-14,2,-0.2,-0.1
CCn1c(C2NCCc3cc(OC)c(OC)cc32)nc2cc(F)c(-c3cn[nH]c3)cc21 (centres undefined),18,-18,-1.2,0.2
CC(C)NC(=O)c1cc2c(s1)-c1ccccc1SC2,6,-70,-2.1,0.0
Cc1ccc(NC(=O)C(C)N(c2ccccc2)S(C)(=O)=O)cc1C (centres undefined),16,2,0.6,0.0
CC(C)(C)c1ccc(OCC(=O)Nc2ccc([N+](=O)[O-])cc2)cc1,6,-11,-0.1,0.1
COc1ccc2c(c1)c(C(=O)N1CCN(C)CC1)c(C)n2-c1ccccc1,9,5,-0.1,0.5
NC(=O)C1CCCc2c1n(Cc1ccccc1)c1ccccc21 (centres undefined),10,11,0.1,-0.1
N#Cc1cnn(-c2ncnc3sc(-c4ccccc4)cc23)c1N,10,1,1.0,-0.1
CCOC(=O)N1CCN(C(=O)c2ccc(N3CCC(NC(C)(C)C)CC3)cc2)CC1,16,13,1.1,0.1
Cn1c2c(c(=O)n(C)c1=O)C(c1cccs1)C1=C(N2)c2ccccc2C1=O (centres undefined),3,0,0.4,0.1
O=C(Nc1ccc2oc(-c3cccc4c(Br)cccc34)nc2c1)c1ccc(F)cc1,7,7,0.0,-0.3
CCOc1ccc(/C(O)=C2\C(=O)C(=O)N(Cc3cccnc3)C2c2ccccc2)cc1 (centres undefined),2,-2,-0.4,0.4
C=CCN=c1scc(-c2ccc(O)c(C(N)=O)c2)n1/N=C/c1ccccc1[N+](=O)[O-],2,-31,0.8,-0.5
CCOC(=O)C1=C(C)N=c2s/c(=C\c3ccc(N(CC)CC)cc3)c(=O)n2C1c1ccc(OC)cc1 (centres undefined),-4,5,0.3,-0.1
O=C(Nc1nc2c(s1)-c1cccc3cccc-2c13)C1CC1,-1,-27,5.0*,-0.1
COc1cc(OC)cc(C(=O)OCCN(C2=NS(=O)(=O)c3ccccc32)c2ccccc2OC)c1,5,-2,0.9,-0.1
Cc1nc2cc(C(=O)NCc3ccc(F)cc3)ccc2n1-c1ccc(Br)cc1,2,-1,-0.7,-0.1
COC(=O)c1ccc2c(c1)NC(=O)CO2,-2,16,0.4,0.0
CN(C1=NS(=O)(=O)c2ccccc21)c1ccc(OC(=O)c2cccnc2)cc1,-10,-2,-0.3,0.0
CCn1c(SCC(=O)Nc2cccc([N+](=O)[O-])c2)nc2c([nH]c3ccccc32)c1=O,-16,-1,-0.5,0.4
CCOC(=O)c1sc(NC(=O)C(C)Sc2nnc(CNC(=O)c3cccs3)n2Cc2ccccc2)c(C(=O)OCC)c1C (centres undefined),-9,-17,-0.1,0.1
O=C(NC1CCN(Cc2ccccc2)CC1)c1cccc(Nc2cnccn2)c1,-1,-3,0.8,0.0
CCOc1ccc(N(/C=C2\Sc3ccccc3C2=O)C(=O)c2cccc(Cl)c2)cc1,9,45*,-8.1,0.1
COc1ccc(CN2CCNC(=O)C2CC(=O)NCCc2ccccc2)cc1OC (centres undefined),7,6,1.3,0.0

Seven compounds drawn at random from the list so far, as already listed:
smiles,MITF inh,TEAD-YAP block,GPR151 ag,FBW7 activator
N#Cc1cnn(-c2ncnc3sc(-c4ccccc4)cc23)c1N,10,1,1.0,-0.1
COC1CCC(Nc2nccc(-c3cccc(N4CCOCC4)c3)n2)CC1 (centres undefined),1,-3,-0.2,-0.1
CCOC(=O)c1sc(NC(=O)C(C)Sc2nnc(CNC(=O)c3cccs3)n2Cc2ccccc2)c(C(=O)OCC)c1C (centres undefined),-9,-17,-0.1,0.1
CCn1c(SCC(=O)Nc2cccc([N+](=O)[O-])c2)nc2c([nH]c3ccccc32)c1=O,-16,-1,-0.5,0.4
Cc1ccc(CNC(=O)C(NS(=O)(=O)c2cccs2)C(C)C)cc1 (centres undefined),0,6,0.6,-0.1
CC(C)(C)c1ccc(OCC(=O)Nc2ccc([N+](=O)[O-])cc2)cc1,6,-11,-0.1,0.1
COc1ccc(-c2cc(C(F)F)n3ncc(C(=O)N4CCSCC4)c3n2)cc1,9,-15,-0.5,0.2

(listing goes on)
smiles,MITF inh,TEAD-YAP block,GPR151 ag,FBW7 activator
CC(=O)C1=C(O)C(=O)N(CCc2ccccc2)C1c1ccccc1F (centres undefined),-5,-3,0.3,0.0
CCC(=O)N1CCc2cc(OC)c(OC)cc2C1COc1ccc(OC)cc1 (centres undefined),2,-10,0.9,-0.2
Cc1ccc(-n2c(=S)sc3c(=O)n(-c4ccccc4F)c(SCC4OCCO4)nc32)cc1C,-11,0,-0.6,-0.1
C/C(CC(=O)Nc1c(C)cc(C)cc1C)=N\NC(=O)c1ccccc1F,-5,-64,0.0,0.0
CCOc1ccc(C2=N/C(=C\c3ccc(OC)c(OC)c3OC)C(=O)O2)cc1OCC,3,-5,1.2,0.0
Cc1ccc(C)c(OCC(=O)Nc2nc(-c3ccc(Br)cc3)cs2)c1C,-4,-10,-0.8,-0.1
Cc1nc2nc[nH]n2c(=O)c1[N+](=O)[O-],8&7,2&-1,-0.9&0.0,0.0&-0.1
COC(=O)c1c(NC(=O)c2cccc(Cl)c2)sc2c1CCC(C)C2 (centres undefined),-4,-9,-1.1,-0.2
Cc1ccc(N2CCN(C(=O)Cn3cnc4sc(C)c(C)c4c3=O)CC2C)cc1 (centres undefined),-5,-3,0.4,0.0
Cn1c2[n+](c3ncccc3c1=O)CCCCC2,3,8,-0.4,0.0
CCOc1nn2c(=O)cc(C)nc2s1,-4,0,1.1,0.0
O=C(CCCCCn1c(=S)[nH]c2ccc(Br)cc2c1=O)NCc1ccco1,7,-2,1.2,0.3
Cc1ccc(C)c(NC(=O)CSc2nnc(N)s2)c1,-4,6,1.2,-0.1
Cc1nnc(SCC(=O)Nc2ccc(Cl)cc2)n(N)c1=O,33,10,-1.4,0.0
CCS(=O)(=O)c1ccc2c(c1)N(Cc1ccccc1C)C(=O)C(F)(F)O2,1,-2,-0.4,0.0
CC(=O)N1c2ccccc2NC2=C(C(=O)CCC2)C1c1ccc(Cl)cc1Cl (centres undefined),22,5,-1.5,0.4
O=C1NC2(CCN(Cc3cn[nH]c3-c3cccs3)CC2)Oc2ccccc21,-1,6,0.5,0.0
Cc1nc2nc(SCC(=O)NCCc3ccccc3)nn2c(C)c1Cc1ccccc1F,12,15,-0.5,0.5
Cc1ccc(OCc2nc(-c3ccc(Br)cc3)no2)cc1,-2,0,-0.8,0.0
COCCCN1C(=O)c2ccc(C(=O)Oc3ccc([N+](=O)[O-])cc3)cc2C1=O,10,12,0.4,0.0
Cc1ccc(C2=N/C(=C\c3c(F)cccc3Cl)C(=O)O2)cc1,-4,-11,1.7,-0.1
Cc1ccc2c(NC(=O)C3CC3)cccc2n1,0,0,0.4,0.1
CCCCN(CC)CCCNC(=O)c1cn(C)c(=O)c2c1c1ccccc1n2C,12,-3,-0.5,-0.1
CCOc1ccc(/C=C(\C#N)c2nnc3n2CCCCC3)cc1,2,-10,4.5,-0.2
Cc1ccc(S(=O)(=O)Nc2ccccc2CNc2ccccn2)cc1,2,-24,-1.5,0.0
Cc1ccc(-c2nc(C3CC=CCC3)[nH]c2-c2ccccc2)cc1C (centres undefined),8,7,-0.2,-0.2
O=c1[nH]c(/C=C/c2ccsc2)nc(O)c1[N+](=O)[O-],-12,3,1.5,-0.1
O=C(N/N=C/c1cccc([N+](=O)[O-])c1)c1ccc(Cl)cc1Cl,-2,-11,-0.2,0.0
O=C1OC(c2cc([N+](=O)[O-])ccc2Cl)=N/C1=C\c1ccccc1Cl,-7,-2,-0.9,0.3
CCN(CC)S(=O)(=O)c1ccc(N2CCOCC2)c(NC(=O)c2ccc(=O)n(C)n2)c1,1,-7,0.1,-0.1
O=C(Nc1ccc(Cl)c2ncsc12)c1ccccc1F,0,-38,-3.2,0.1
Cc1ccccc1CSc1ccc(C(=O)N2CCOCC2)cc1[N+](=O)[O-],-1,-11,-0.9,0.1
Cc1scc(C(=O)Nc2ccon2)c1-c1ccccc1,2,-6,-1.1,0.3
O=C(c1ccsc1)N1CCCC(c2ccn[nH]2)C1 (centres undefined),-6,-2,-0.8,-0.1
CCOC(=O)c1ccc(N2N=C(C(F)(F)F)/C(=C/c3cc(Cl)c(O)c(OC)c3)C2=O)cc1,14,-16,-0.3,0.1
Brc1ccc(-c2nc(NCCC3=CCCCC3)c3ccccc3n2)cc1,9,-3,0.6,0.1
O=c1ccc(Oc2nc(N3CCCCC3)nc(N3CCOCC3)n2)n[nH]1,-1,12,-0.5,0.0
Cc1cc(C)c2cc(C#N)c(NCCNC(=O)CCC(=O)O)nc2c1,12,6,-0.9,0.0
COc1ccc(CNC(=O)c2cn(C3CC3)cc(C(=O)NCC3CCCCC3)c2=O)cc1,-5,-5,1.5,0.0
O=C(Nc1ccc(F)cc1)c1ccc(Cl)c(Cl)c1,13,-30,0.1,0.1
COc1cccc2c1OCCCN(Cc1c(C(=O)N3CCCC3)nc3ccccn13)C2,-1,-11,-0.8,0.0
CCc1cccc(NS(=O)(=O)c2ccc3[nH]c(=O)sc3c2)c1,-2,3,0.2,0.0
O=C(CNC(=O)c1ccco1)NNC(=O)Cc1c[nH]c2ccccc12,21,-9,0.6,0.3
O=C(Cn1c(=O)c(C(F)(F)F)nc2ccccc21)N1CCc2ccccc21,-2,10,1.3,0.1
COc1cc(CN2CCN(C3CCCCCC3)CC2CCO)cc(OC)c1 (centres undefined),-6,8,0.1,-0.1
OC(CN1CCCCC1)Cn1c2ccc(Br)cc2c2cc(Br)ccc21 (centres undefined),-5,7,1.3,-0.1
Cc1ccc(-c2nnn(CC(=O)Nc3ccc4c(c3)OCCO4)n2)o1,-9,-3,-0.1,-0.1
Cn1c(Nc2nc(N)c3ncn(C4CCCCC4)c3n2)nc2ccccc21,0,3,0.5,0.1
CN1C(=O)/C(=C\c2ccc(C(=O)Nc3ccc(O)cc3C(=O)O)cc2)SC1=S,13,-2,-2.1,0.3
Cc1cc(=O)oc2cc(NC(=S)NNC(=O)C(C)Oc3ccc4c(c3)OCO4)ccc12 (centres undefined),1,4,0.3,0.0
CCOC(=O)c1c[nH]c2ccc(F)cc2c1=O,20,1,-1.5,-0.1
Cc1ccc2nc(-c3cccc([N+](=O)[O-])c3)cc(C(=O)O)c2c1,8,-1,3.1,0.3
N#Cc1c(NC(=O)c2ccco2)sc2c1CCCC2,11,-52,-0.5,-0.1

Screens (PubChem BioAssay)
